V-ATPase pH – regulators of yeast V-ATPase proton pumping, primary screen, pHLuorin cytosolic pH fluorescence | AID 504577, 2011 | response, % at 10 µM | actives 0.37% (n = 350,000) | S. cerevisiae; in the data active = response mostly above about 7.3%, no sharp cut-off; inactive = mostly below about 5.4%; also: actives read high; inactives centre near 0; some compounds called inactive have numbers as strong as hits; reference of the scale not given here
CDK5 p35 inh – inhibitors of human CDK5/p35 kinase, primary screen, biochemical, single concentration. Recombinant CDK5/p35, ADP-Glo luminescence, 60 min. inhibition, % at 10 µM. actives 0.01% (n = 330,000);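 active = highest replicate inhibition of at least 50% and at least 75% of replicates reaching 50%; inconclusive = only one of the two criteria met; inactive = both criteria failed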;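 also: plate controls were DMSO neutral control for no effect and GW8510 at 10 µM for full effect; many of its hits are not listed in these tables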
MITF act – activators of MITF-driven TRPM1 promoter reporter, primary screen, cell-based, SK-MEL-5, luciferase, single point | activation, % at 12.5 µM | SK-MEL-5 TRPM1-promoter luciferase, 24 h; % of positive control, neutral wells = 0 | actives 0.75% (n = 300,000);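 active = mean activation of at least 80% with every replicate also reaching 80%; inconclusive = mean reaches 80% but some replicate falls short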;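 also: 0% = neutral control wells and 100% = parthenolide positive control wells; values of inactives mirror those of a sister screen read the other way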
SR-BI HDL uptake – inhibitors of SR-BI mediated HDL lipid uptake, primary screen, ldlA[mSR-BI] cells, fluorescence, single point | Scavenger receptor class B member 1 (Mus musculus), Q61009 | ldlA[mSR-BI] CHO cells, DiI-HDL uptake fluorescence, 3 h | inhibition, % at 12.5 µM | actives 0.96% (n = 320,000) | AID 488896, 2010;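 active = mean replicate inhibition of at least 70% and a set share of replicates each scoring 70 or more; inconclusive = meets just one of the two criteria; inactive = fails both criteria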;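 also: 0% = median of neutral control wells and 100% = median of positive control wells; values of inactives mirror those of a sister screen read the other way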
HTR5A ag – HTR5A agonists in luminescence cell assay, primary screen, counter-screen for OPRM1-OPRD1 heterodimer agonist project, full-deck HTS | 5-hydroxytryptamine receptor 5A (Homo sapiens), P47898 | cell-based | activation, % at 9.3 µM | actives 0.61% (n = 340,000); in the data active = activation mostly above about 9.5%, no sharp cut-off; inactive = mostly below about 7.6%;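 also: 0% = cells with vehicle only and 100% = reference agonist; strong numbers were not always called active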
Target sequence (P47898 whole entry, looked up): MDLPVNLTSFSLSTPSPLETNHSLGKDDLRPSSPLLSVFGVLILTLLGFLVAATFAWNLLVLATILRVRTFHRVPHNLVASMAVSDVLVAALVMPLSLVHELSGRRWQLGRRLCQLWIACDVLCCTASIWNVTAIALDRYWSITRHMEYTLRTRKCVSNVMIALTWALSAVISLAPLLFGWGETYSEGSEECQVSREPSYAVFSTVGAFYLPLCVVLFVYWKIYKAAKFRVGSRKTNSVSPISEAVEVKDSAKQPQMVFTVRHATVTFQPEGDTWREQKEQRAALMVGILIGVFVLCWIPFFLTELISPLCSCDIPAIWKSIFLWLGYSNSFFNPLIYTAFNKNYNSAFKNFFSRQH
Wnt act – Wnt/beta-catenin pathway activators, primary screen, cell-based, plate reader, single point; Wnt/beta-catenin reporter cell assay, activator; activation, % at 9.35 µM; actives 1.2% (n = 300,000); in the data active = activation above about 30%, passing the limit was not always enough; inconclusive = no clear call, values can overlap the other calls;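 also: 0% = neutral control wells and 100% = positive control wells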
NSD2 HMT inh – NSD2 histone methyltransferase inhibitors, primary screen, biochemical, AlphaScreen, single concentration, set 2. actives 0.54% (n = 310,000). NSD2 peptide methylation, 120 min. AID 743445, 2014. Histone-lysine N-methyltransferase NSD2 (Homo sapiens), O96028. inhibition, % at 12.5 µM; in the data active = inhibition above about 50%
PvdQ acylase – P. aeruginosa PvdQ acylase inhibitors, primary screen, biochemical, fluorescence, plate reader and imaging, single point; PvdQ acylase [Pseudomonas aeruginosa LESB58]; purified PvdQ acylase; inhibition, % at 10 µM; actives 0.063% (n = 340,000); AID 488965, 2010; in the data active = inhibition above about 30%, passing the limit was not always enough; inconclusive = no clear call, values can overlap the other calls;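 also: 0% = vehicle neutral wells and 100% = reference inhibitor wells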
HTR5A inv ctr – HTR5A inverse agonists in luminescence cell assay, primary screen, counter-screen for OPRM1-OPRD1 heterodimer inverse agonist project, full-deck HTS; 5-hydroxytryptamine receptor 5A (Homo sapiens), P47898; HTR5A cell line, inverse agonism; inhibition, % at 9.3 µM; actives 0.083% (n = 340,000); AID 504634, 2011; in the data active = inhibition mostly above about 23%, no sharp cut-off; inactive = mostly below about 18%;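 also: 0% = cells with DMSO and 100% = no-cell wells with DMSO; some compounds called inactive have numbers as strong as hits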
dFosB activator – activators of delta FosB homodimer, primary screen, biochemical, fluorescence polarization, TAMRA-CDK5 oligo, single point | purified delta FosB; percent of positive-control signal above neutral wells | activation, % at 25 µM | actives 0.99% (n = 340,000);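 active = mean activation above about 17%, with every replicate also reaching it, limit read from the data, passing the limit was not always enough; inconclusive = only one of the two conditions met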;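 also: fluorescence polarization rise as delta FosB binds a TAMRA Cdk5 AP-1 oligo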
Target sequence (P13346 whole entry, looked up): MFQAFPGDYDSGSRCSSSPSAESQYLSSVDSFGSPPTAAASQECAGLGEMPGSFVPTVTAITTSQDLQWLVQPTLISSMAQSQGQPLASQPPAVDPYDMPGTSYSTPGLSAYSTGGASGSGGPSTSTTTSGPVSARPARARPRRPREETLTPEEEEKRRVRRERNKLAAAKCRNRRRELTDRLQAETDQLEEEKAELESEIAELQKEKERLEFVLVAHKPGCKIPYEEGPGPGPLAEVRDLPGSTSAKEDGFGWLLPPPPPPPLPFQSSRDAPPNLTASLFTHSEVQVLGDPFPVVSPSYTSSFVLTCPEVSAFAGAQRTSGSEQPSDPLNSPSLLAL
An asterisk follows results filed as active; ? = inconclusive; . = no result given; & = joins results of further samples.

Sample of the layout, 2 compounds:
molecule	V-ATPase pH	CDK5 p35 inh	MITF act	SR-BI HDL uptake	HTR5A ag	Wnt act	NSD2 HMT inh	PvdQ acylase	HTR5A inv ctr	dFosB activator
CCc1nnc(NS(=O)(=O)c2ccc(NC(=O)c3ccc(S(=O)(=O)N(CC)CC)cc3)cc2)s1	-2	0.5	-5	-24	0	3	0	-13	-1	-12
COc1ccccc1C(=O)Nc1ccc(Oc2nnc(-c3ccc(C)cc3)c3ccccc23)cc1	3	-1.5	2	84*	-1	.	-1	-3	2	-9

Main list, from the start:
molecule	V-ATPase pH	CDK5 p35 inh	MITF act	SR-BI HDL uptake	HTR5A ag	Wnt act	NSD2 HMT inh	PvdQ acylase	HTR5A inv ctr	dFosB activator
CCc1nnc(NS(=O)(=O)c2ccc(NC(=O)c3ccc(S(=O)(=O)N(CC)CC)cc3)cc2)s1	-2	0.5	-5	-24	0	3	0	-13	-1	-12
COc1ccccc1C(=O)Nc1ccc(Oc2nnc(-c3ccc(C)cc3)c3ccccc23)cc1	3	-1.5	2	84*	-1	.	-1	-3	2	-9
COc1ccc(C(=O)COC(=O)[C@@H](NS(=O)(=O)c2ccccc2)C(C)C)cc1	1	0.8	12	7	-2	-3	0	0	9	-10
O=S(=O)(c1cc(Cl)ccc1Cl)N1CCNCC1	-3	-1.6	-5	-8	2	-9	1	-2	2	12
Cc1ccccc1OCCNC(=O)CNC(=O)c1ccccc1O	0	-0.4	3	-12	-1	-3	-2	-8	19	-2
Cc1c(NC(=O)c2cccc(F)c2)c(=O)n(-c2ccccc2)n1C	1	-1.3	-6	-17	1	-2	5	-8	26	-3
Nc1c(NC=O)c(=O)n(Cc2ccccc2)c(=O)n1Cc1ccccc1	-3	-1.6	12	-16	3	3	.	-6	10	0
CCN(C(=O)COC(=O)c1c(C)c(-c2ccccc2)nc2ccccc12)C1CCS(=O)(=O)C1 (stereo not drawn)	1	-1.3	1	75*	3	-2	-2	-8	11	-15
CCCNC(=O)C1CCN(S(=O)(=O)c2c(C)noc2/C=C\c2ccc(OC)cc2)CC1	0	-0.5	.	47	1	-3	.	-10	6	-4
Cc1ccc(NC(=O)C(NC2CCCc3ccccc32)c2ccccc2)cc1Cl (stereo not drawn)	4	-0.9	1	1	6	-5	-4	17	-31	-5
c1ccc(Oc2ccc(-c3ccn[nH]3)cc2)cc1	1	1.0	?	-11	0	-2	0	-5	-1	2
CCc1nc2ccccc2c(C(=O)OCC(=O)Nc2ccc(NC(C)=O)cc2)c1C	0	0.2	2	18	-6	-1	-2	-9	15	-10
COc1cccc(CNc2ccc3c(c2)nc(C)n3C)c1OC	0	1.5	6	-16	-1	0	6	-9	5	-2
Cc1cc(C)c(NC(=O)c2cccc3c2C(=O)N(C2CCCCC2)C3)c(C)c1	0	2.8	-10	-20	2	.	0	-5	10	0
Cc1cccc(-n2c(C)cc(C(=S)N3CCOCC3)c2C)c1C	3	-1.0	-2	8	2	-1	14	-17	-6	-12
CC(=O)N[C@H]1C(O)O[C@H](CO)[C@@H](O)[C@@H]1O (stereo partly drawn)	3	-3.5	-3	11	-1	-4	.	-17	-28	-7
COc1ccc(CNC(=O)C(=O)NCC2CCCN2S(=O)(=O)c2cccs2)cc1 (stereo not drawn)	0	1.3	2	2	5	1	0	-9	-15	-9
Cc1cc2c(cc1S(=O)(=O)Nc1cccc(F)c1)n(C)c(=O)c(=O)n2C	-3	-0.5	1	-13	-5	-2	.	3	13	0
Cc1cccc(N(C(=O)c2ccc(Cl)cc2)C2CS(=O)(=O)CC2OC(=O)c2ccc(Cl)cc2)c1 (stereo not drawn)	6	-0.9	19	-14	7	-3	.	8	-9	-10
Cc1ccc2c(c1)C1CN(C)CCC1N2S(=O)(=O)c1ccc(Oc2ccc([N+](=O)[O-])cc2)cc1 (stereo not drawn)	-6	-5.3	.	-10	.	-6&-4	.	3	.	61*
CCOC(=O)C(C(=O)OCC)C(Nc1cccc(Br)c1)c1ccccc1 (stereo not drawn)	4	0.6	.	-13	-2	1	-2	-12	10	-7
COc1ccc(-c2coc3cc(OC)ccc3c2=O)cc1	0	-1.5	46	8	4	1	.	6	33	0
O=C1NC(=Nc2cccc(O)c2)S/C1=C\c1cccc([N+](=O)[O-])c1	2	0.7	33	7	3	5	3	-5	-13	-4
Cc1cc(Br)c(S(=O)(=O)NCc2cccnc2)cc1C	1	-0.9	.	12	-3	-2	-1	2	11	0
CCC(=O)N1CCc2cc(S(=O)(=O)CCC(=O)O)ccc21	3	-1.3	5	-5	1	.	.	-13	-23	-1

The listing continues.
molecule	V-ATPase pH	CDK5 p35 inh	MITF act	SR-BI HDL uptake	HTR5A ag	Wnt act	NSD2 HMT inh	PvdQ acylase	HTR5A inv ctr	dFosB activator
CC(C)CC(CO)N1CCN(C(=O)c2ccc(Cl)c(Cl)c2)CCC1=O (stereo not drawn)	-7	0.5	6	8	5	-1	.	-4	-8	1
Cc1nnnn1/C(=C\c1ccccc1)C(=O)OCC(=O)NC1CCCCC1	0	1.2	-27	4	3	-1	-2	-16	-7	-9
CCOC(=O)C1=C(CSCc2ccccc2)NC(=O)NC1c1cc(C)ccc1C (stereo not drawn)	1	-2.5	4	-14	5	.	3	-13	-22	-8
Cc1nc2ccc(N)cc2c(=O)n1Cc1ccc(Cl)cc1	-4	-0.3	15	-2	-1	.	-3	7	13	-7
O=C(NNC(=O)c1cccc(Cl)c1)NNC(=O)c1cccc(Cl)c1	0	-0.6	6	17	-1	-3	0	-11	4	-6
Cc1cc(C)c(S(=O)(=O)c2cccc(Br)c2C)c(Cl)n1	12	-1.9	15	-13	-3	-2	-5	-4	9	-7
Cc1oc(-c2cccs2)nc1CN1CCN(C(C)C)C(CCO)C1 (stereo not drawn)	-2	-1.7	13	-11	-1	0	1	-20	-3	-1
O=S(=O)(NC1=NCCC1)c1cccc(NS(=O)(=O)c2ccc(F)c(Cl)c2)c1	3	-0.4	4	-32	-1	9	-1	-8	-1	2
Cc1ccc2oc(=O)c3cnn(CC(=O)N4CCCCC4C)c3c2c1 (stereo not drawn)	-1	-1.2	.	-24	-4	-4	.	0	21	-2
CCOC(=O)Nc1ccccc1N1C(=O)c2ccccc2C1=O	-3	2.8	1	0	2	-2	-5	-2	-4	-7
CCOC(=O)c1nnn(-c2nonc2N)c1-c1ccc(Br)cc1	2	-0.7	8	11	-7	0	0	1	5	3
Cc1ccc(S(N)(=O)=O)cc1NC(=O)/C=C/c1ccc2c(c1)OCO2	-1	2.0	16	41	4	1	4	0	5	4
CN(C)S(=O)(=O)c1ccc(NC(=O)Cn2c(-c3ccccc3)noc2=O)cc1	1	-7.4	-10	3	7	-3	1	-7	5	-6
O=C(c1ccc2c(c1)OCO2)[C@@H]1[C@@H]2C(=O)N(C3CCCCC3)C(=O)[C@@H]2C2c3ccccc3C=CN21 (stereo partly drawn)	5	0.7	-20	0	-1	-1	13	-13	3	3
COCCNc1nc2ccccc2nc1NS(=O)(=O)c1ccc(C)cc1C	0	-0.3	-13	-6	-1	.	-4	-19	-6	1
COc1ccccc1C(=O)NCCC(=O)NCC(c1ccccc1OC)N1CCCC1 (stereo not drawn)	3	-0.2	1	-16	2	-2	1	-14	19	-4
CCCCNC(=O)[C@H](CSCc1ccccc1)N1Cc2ccccc2C1=O	-1	-0.2	7	15	0	-2	.	-18	-1	-6
CC(=O)c1ccc(N2CCN(C(=O)c3noc4c3CSc3ccccc3-4)CC2)cc1	1	1.6	14	-15	1	-3	-4	-7	-2	1
Cc1cc2nnc(SCC(=O)N3CCOCC3)n2c2ccccc12	1	0.9	-9	-28	-1	1	-2	-9	9	1
O=C(NCc1cccnc1)NC1(c2ccccc2)CC1	-4	0.1	-9	.	0	-4	.	8	-1	-3
NC(=O)c1ccc(-n2nnnc2SCc2ccc(F)cc2)cc1	4	0.5	1	-9	2	.	-3	-3	-30	0
CC(=O)Oc1ccccc1C(=O)N1CCN(S(=O)(=O)c2ccc3ccccc3c2)CC1	1	0.3	-3	-23	-2	0	-2	-3	9	-6
CCc1ccc(N/C(SC)=C(/C#N)C(N)=O)cc1	-4	-3.3	11	-10	2	1	1	-8	-9	-9
Cc1ccc(N(C(C)C(=O)Nc2c(C)n(C)n(-c3ccccc3)c2=O)S(C)(=O)=O)cc1C (stereo not drawn)	0	-0.1	1	-20	1	-4	-3	-1	-2	-7
COc1ccc(NC(=O)CN(C)CC(=O)Nc2cccc(F)c2)cc1S(=O)(=O)N1CCCCC1	2	-0.4	-11	23	5	0	-1	-2	5	-12

(more compounds)
molecule	V-ATPase pH	CDK5 p35 inh	MITF act	SR-BI HDL uptake	HTR5A ag	Wnt act	NSD2 HMT inh	PvdQ acylase	HTR5A inv ctr	dFosB activator
CCOc1ccccc1N(CC(=O)NC1CCCCC1)S(=O)(=O)c1ccccc1	-3	3.3	1	.	2	1	-2	3	-39	-2
Cc1cc(C)c(NC(=O)CSc2nc3[nH]ncc3c(=O)[nH]2)c(C)c1	-1	1.1	-4	-9	3	-5	-1	-8	-4	1
O=C(O)CSc1nnc(CNc2ccc(Cl)cc2)n1Cc1ccccc1	4	-1.2	.	-25	-2	-2	8	-12	9	7
O=C(OCCNC(=O)c1cc2ccccc2oc1=O)c1cccnc1	5	-0.2	-10	1	0	1	0	-7	-25	-6
O=C(Nc1ccccc1C(=O)O)c1ccc(Br)c(S(=O)(=O)NCc2ccccc2)c1	-1	-0.2	-4	9	3	.	-5	-19	-7	-8
COc1ccc(S(=O)(=O)N2CCOCC2)cc1NC(=O)CC1CC2CCC1C2 (stereo not drawn)	7	1.0	-4	35	0	-3	0	-3	6	-6
COc1ccc(C2N=C(N)N=C(N)N2c2ccccc2OC)cc1OC (stereo not drawn)	0	-3.8	1	-18	5	.	4	-13	1	-9
Cc1cccc(N2CC3=C(C2=O)C(c2ccccc2)NC(=O)N3C)c1 (stereo not drawn)	-2	-0.3	-7	3	6	-5	-1	-1	-9	-7
COc1cccc(NC(=O)c2cc([N+](=O)[O-])ccc2NCc2cccnc2)c1	-3	-1.1	-8	-2	2	-5	4	4	-6	6
O=C(O)c1ccc(-c2nnc(-c3cccc(Br)c3)o2)cc1	-2	-0.5	64	2	3	12	0	-1	-11	-2
Cc1ccc(N(CC(=O)NC(C)c2ccccc2)S(=O)(=O)c2c(C)noc2C)cc1 (stereo not drawn)	-4	-5.7	14	-14	0	0	6	-18	12	?
COc1ccc(Cl)cc1-c1nc(SCC(=O)N(C)C)n[nH]1	0	-0.2	4	15	1	1	-4	-3	-3	-8
CCn1c(C)nc2cc(C(=O)NNC(=S)Nc3ccc(F)cc3)ccc21	5	0.5	?	-8	2	27	1	5	-5	-3
CCOC(=O)CC(=O)CSc1nc2c(cc1C#N)CCCCCC2	1	-0.3	.	5	4	.	0	-9	9	-4

Compound activity from PubChem.

Rows were taken by chance; any-hit rate near 5%.
